L3MBTL1 inh = qHTS Assay for the Inhibitors of L3MBTL1. AlphaScreen L3MBTL1–H3K9me1 peptide binding. Lethal(3)malignant brain tumor-like protein 1 (Homo sapiens), Q9Y468. 230,000 tested, 0.66% active. Potency, µM (titrated, usually from 57.1 µM), for the others: at the top dose activity, negative = inhibition, usual class: inhibitors; active = well fitted inhibition curve with a large enough effect; inconclusive = small, poorly fitted or top-dose-only effect; inactive = no such curve, though single readings can be large or run the other way; note: nearly all actives have a fitted effect of over 60% in size
Target sequence (Q9Y468 whole entry, looked up): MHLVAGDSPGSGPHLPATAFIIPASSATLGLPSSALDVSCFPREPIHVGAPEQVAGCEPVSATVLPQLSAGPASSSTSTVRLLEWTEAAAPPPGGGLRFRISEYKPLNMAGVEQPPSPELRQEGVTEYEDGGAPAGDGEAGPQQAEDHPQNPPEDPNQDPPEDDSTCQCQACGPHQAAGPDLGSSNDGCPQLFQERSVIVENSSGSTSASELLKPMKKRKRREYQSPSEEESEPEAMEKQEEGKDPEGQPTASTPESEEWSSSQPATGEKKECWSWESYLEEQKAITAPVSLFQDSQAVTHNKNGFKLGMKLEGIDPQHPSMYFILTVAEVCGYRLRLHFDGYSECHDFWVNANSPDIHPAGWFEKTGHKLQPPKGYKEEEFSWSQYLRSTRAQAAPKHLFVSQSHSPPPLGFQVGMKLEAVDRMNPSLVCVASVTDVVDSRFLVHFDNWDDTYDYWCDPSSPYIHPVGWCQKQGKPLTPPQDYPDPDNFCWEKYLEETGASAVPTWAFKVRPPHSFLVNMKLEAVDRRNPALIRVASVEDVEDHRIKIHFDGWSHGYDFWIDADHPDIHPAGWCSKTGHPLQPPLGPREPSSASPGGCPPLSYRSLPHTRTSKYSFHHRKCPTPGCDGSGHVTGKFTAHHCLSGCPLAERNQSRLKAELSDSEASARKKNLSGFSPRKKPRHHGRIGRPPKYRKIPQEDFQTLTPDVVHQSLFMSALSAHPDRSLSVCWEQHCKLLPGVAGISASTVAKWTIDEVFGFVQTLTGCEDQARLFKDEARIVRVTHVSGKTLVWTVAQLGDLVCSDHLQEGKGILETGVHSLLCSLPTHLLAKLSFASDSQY
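Displacement of a biotinylated histone H3(1-15) peptide monomethylated at Lys9 (75 nM) from L3MBTL1 (50 nM) was measured by AlphaScreen after a 30 min room-temperature compound incubation; cefsulodin titration served as intraplate control.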
The depositor's hits bear a star; ? = inconclusive; [ ] = remark or other dose. % is set by controls: 0 for no effect and ±100 for the full control effect; potency is the fitted concentration of half-maximal effect.

A first look (two entries):
SMILES	L3MBTL1 inh
CC1CCC2(CC1)NC(=O)N(CC(=O)Nc1cccc(S(=O)(=O)N3CCCC3)c1)C2=O (stereo unspecified)	3.8%
NCCCC[C@@H](C(=O)NCCCCCCCCCCC(=O)N1CCNCC1)n1cc(CCO)nn1	4.3%

The list itself, from the first entry:
SMILES	L3MBTL1 inh
CC1CCC2(CC1)NC(=O)N(CC(=O)Nc1cccc(S(=O)(=O)N3CCCC3)c1)C2=O (stereo unspecified)	3.8%
NCCCC[C@@H](C(=O)NCCCCCCCCCCC(=O)N1CCNCC1)n1cc(CCO)nn1	4.3%
CCOC(=O)C1=CN(Cc2cccc(-c3cccnc3)c2)S(=O)(=O)N(C)C1C (stereo unspecified)	-16.8%
CC[C@]12c3[nH]c4ccc(OC)cc4c3CCN1C(=O)C(CC(=O)NCC13CC4CC(CC(C4)C1)C3)C[C@@H]2C(=O)N1CCN(C(=O)C2CC2)CC1 (stereo partly specified)	-4.1%
COc1ccc(C)cc1NC(=O)CSc1cccc[n+]1[O-]	-1.0%
CC1(C)CC(=O)C=C(/C=C/c2ccccc2)C1	-0.6%
COc1cc(CC(=O)OCC(=O)c2ccc[nH]2)cc(OC)c1OC	-11.2%
O=C(COC(=O)C1COc2ccccc2O1)Nc1cccc(F)c1 (stereo unspecified)	-1.4%
COc1ccc2sc(-c3ccccc3OC)c(-c3ccc(O)cc3)c2c1	-4.6%
CSc1ncccc1C(=O)Nc1cccc(S(=O)(=O)N2CCCCC2)c1	-1.5%
CCc1nc2ccccc2n1CC(=O)OCC(=O)N(CC(C)C)c1c(N)n(Cc2ccccc2)c(=O)[nH]c1=O	1.0%
Cc1ccc(CNC(=O)Cn2cnc3c(OCc4ccccc4)ncnc32)o1	-3.4%
Cc1cc(C)c(C)c(S(=O)(=O)N2CCN(C(=O)c3ccccc3OCc3c(C)noc3C)CC2)c1C	-5.4%
O=c1oc(-c2ccc(O)c(O)c2)cc2cc(O)cc(O)c12	?
CC(C)(C)C(C(=O)Oc1ccccc1)c1ccccc1 (stereo unspecified)	63.0%[activator]
CCc1noc(C)c1C(=O)OCC(=O)NCc1ccccc1	8.4%
N#Cc1ccc(C(=O)N(Cc2ccco2)c2c(N)n(Cc3ccccc3)c(=O)[nH]c2=O)cc1	-0.7%
CC(C)CC1Nc2ncnc(N3CCOCC3)c2N(Cc2ccccc2)C1=O (stereo unspecified)	-0.7%
CN(CC(=O)Nc1ccccc1Cl)C(=O)COC(=O)/C=C/c1ccccc1	3.1%
COc1cc(C(=O)OCC(=O)Nc2cccc(S(=O)(=O)N3CCOCC3)c2)ccc1OCC(C)C	-6.1%
COc1ccc(NS(=O)(=O)c2cc(NS(=O)(=O)c3cccs3)ccc2C)cc1	8.7%
O=C(NCc1ccccc1CN1CCCC1)C1CCN(C(=O)c2ccc(F)cc2)CC1	6.0%
CCOc1ccc(NC(=O)CN(C)C(=O)c2cc(S(=O)(=O)N3CCCCC3)ccc2C)cc1OCC	1.3%
C=CCN(c1ccccc1)S(=O)(=O)c1cccc(C(=O)NCc2ccncc2)c1	3.8%
Cc1ccc(S(=O)(=O)N(C)CC(=O)Nc2ncccc2C)cc1	3.7%

Laid out differently: 2 of the compounds above.
compound | L3MBTL1 inh
COc1ccc(C)cc1NC(=O)CSc1cccc[n+]1[O-] | -1.0%
CC1(C)CC(=O)C=C(/C=C/c2ccccc2)C1 | -0.6%

Next results follow.
SMILES	L3MBTL1 inh
N#Cc1ccc(OCc2cccc(S(=O)(=O)N3CCOCC3)c2)cc1	0.9%
Cc1ccc(NC(=O)COC(=O)CN2CCCCCC2=O)c(C)c1	-1.1%
CN(C)c1ccc(/C=C(\C#N)C(=O)OCC(=O)N(C)C2CCS(=O)(=O)C2)cc1 (stereo unspecified)	-2.1%
CCN1C(=O)[C@H]2[C@@H](c3ccc(-c4ccc(F)cc4)cc3)N[C@@](C)(C(=O)OC)[C@H]2C1=O	-3.0%
Cc1nnc(SCC(=O)NCC2CCCO2)n1Cc1ccccc1 (stereo unspecified)	3.6%
Cc1ccsc1C(=O)Nc1ccc(S(=O)(=O)N2CCOCC2)cc1	0.7%
O=C(C[C@@H]1C/C=C\C[C@H](NC(=O)OCC2c3ccccc3-c3ccccc32)C(=O)OC[C@H]2CCCN2C1=O)N[C@@H](CO)Cc1ccccc1	-10.9%
COc1ccccc1N(C)S(=O)(=O)c1ccc(C(=O)N(C)Cc2ccc(OC(F)F)cc2)cc1	-1.8%
CCN(CC)S(=O)(=O)c1cc(NC(=O)CCc2c(C)noc2C)ccc1C	-7.1%
Cc1cc(NC(=O)COC(=O)c2cc([N+](=O)[O-])ccc2N2CCOCC2)ccc1Br	-19.8%
CN(C(=O)C1CCN(S(=O)(=O)c2ccccc2)CC1)c1c(N)n(Cc2ccccc2)c(=O)[nH]c1=O	0.4%
CCOc1ccccc1OCC(=O)Nc1cc(S(=O)(=O)N2CCCCC2)ccc1N1CCN(CC)CC1	-6.4%
CC(C)(C)OC(=O)C[C@H]1C/C=C\C[C@@H](CC(=O)N(CCO)Cc2ccccc2)C(=O)N[C@H](Cc2ccccc2)COC1=O	3.0%
Cc1ccnc(NC(=O)CNC(=O)COc2ccccc2)c1	-2.1%
O=C(Nc1cc(Cl)ccc1-n1cncn1)c1cc(F)cc(F)c1	1.0%
COc1ccc(CNC(=O)c2ccc(NS(=O)(=O)c3ccc4[nH]c(=O)[nH]c4c3)cc2)cc1OC	21.3%
CCCn1c(SCC(=O)Nc2cc(Cl)ccc2OC)nc(O)cc1=O	-5.0%
CN(C(=O)COC(=O)C1CCN(S(=O)(=O)c2c(Cl)cccc2Cl)CC1)C1CCS(=O)(=O)C1 (stereo unspecified)	-4.4%
COc1cccc(CNC(=O)c2ccc(C)c(S(=O)(=O)N3CCCCC3)c2)c1	9.4%
O=C(CSc1ccc(F)cc1)Nc1cccc(S(=O)(=O)N2CCOCC2)c1	2.1%
O=C(COc1ccccc1)OCC(=O)c1ccc(S(=O)(=O)N2CCCCC2)cc1	34.9%[activator]
Cc1noc(C)c1COc1ccccc1C(=O)NCCc1ccc(Cl)cc1	13.4%
Cc1cccc(NC(=O)c2ccc(OCc3c(C)noc3C)cc2)c1	4.6%
O=C(CCNC(=O)c1ccc([N+](=O)[O-])cc1)NCc1cccs1	6.1%
CCCN(Cc1nc2cc(Cl)ccc2c(=O)[nH]1)C(=O)c1ccc(S(=O)(=O)N2CCCC2)cc1	11.3%
Continued.
SMILES	L3MBTL1 inh
CSc1ncccc1C(=O)OCC(=O)NC1CCCC1	5.8%
Cc1ccc(NC(=O)CN(C)C(=O)c2cccc(-n3cccc3)c2)cc1	3.98µM*
Cc1ccc(C)c(S(=O)(=O)N2CCCC2CNC(=O)C(=O)NCc2ccccn2)c1 (stereo unspecified)	1.5%
COC(=O)[C@@]12CCCCN1[C@H](c1ccc(SC3CCCCC3)cc1)[C@H]1C(=O)N(C)C(=O)[C@H]12	-2.3%
O=C(CN1C(=O)S/C(=C/c2cccs2)C1=O)N1CCCC1	4.0%
C[C@@H]1[C@H](O)C[C@@]23COC(=O)C2=CCCC3[C@@]1(C)CCC1COC(=O)C1 (stereo partly specified)	0.9%
C/C(=N/Nc1ccnc2cc(Cl)ccc12)c1ccc(O)cc1	-16.8%
CCCNC(=O)C(Cc1ccccc1)NC(=O)Cc1ccccc1 (stereo unspecified)	7.5%
O=C(O)c1n[nH]c2c1CC(C1CCCCC1)CC2 (stereo unspecified)	-9.6%
CCOc1ccc(NS(=O)(=O)c2ccc(C(=O)NCC(C)(C)N3CCOCC3)cc2)cc1	4.0%
O=C(c1cc(S(=O)(=O)N2CCN(c3ccccc3)CC2)ccc1Cl)N1CCCC(C(F)(F)F)C1 (stereo unspecified)	-10.4%
CCCCN(C(=O)c1[nH]c(C)c(C(C)=O)c1C)c1c(N)n(CCCC)c(=O)[nH]c1=O	-0.1%
COc1ncc(-c2ccc3c(c2)S(=O)(=O)c2cccc(C(=O)NCc4ccco4)c2C3=O)cn1	1.1%
Cc1ccc(-c2nnc(NC(=O)C3=COCCO3)o2)c(C)c1	-0.6%
CSc1cccc(NC(=O)COC(=O)c2ccccn2)c1	-5.9%
O=C(CSc1nc2ccccc2c(=O)[nH]1)Nc1ccc([N+](=O)[O-])cc1	0.1%
Cc1cc(C)cc(NC(=O)CCc2nc3sc4c(c3c(=O)[nH]2)CCCC4)c1	?
O=C(NC1CCS(=O)(=O)C1)c1cccc(Cl)c1 (stereo unspecified)	5.2%
O=C(Cc1ccc([N+](=O)[O-])cc1)Nc1cccc(C(=O)N2CCOCC2)c1	3.4%
Cc1cccc2nc(C(=O)Nc3cc(Cl)ccc3-n3cncn3)cn12	3.7%
CCCCNC(=O)C(CC)(ONc1ccccc1C(F)(F)F)c1ccccc1 (stereo unspecified)	-17.1%
COc1ccc(S(=O)(=O)NC2CC(=O)N(c3cccc(F)c3)C2)cc1OC (stereo unspecified)	-3.4%
Cn1c2ccc(Br)cc2c2nnc(SCC(=O)O)nc21	9.7%
CCN(CC)c1ccc(NC(=O)C2=CC=CN3CCS(=O)(=O)N=C23)cc1	-8.9%
CCCCC1(c2ccc(F)cc2)NC(=O)N(CC(=O)Nc2ccc(N3CCOCC3)cc2)C1=O (stereo unspecified)	-8.1%
(listing goes on)
SMILES	L3MBTL1 inh
Cc1nn(Cc2ccccc2)c(C)c1CNC(=O)c1ccc(F)c(S(=O)(=O)N2CCOCC2)c1	0.4%
COc1cc(C(=O)COC(=O)C2CCCCC2)cc(OC)c1OC	9.2%
CCCCNc1c(-c2ccc(OC)c(SC3CCCCC3)c2)nc2cnccn12	-5.0%
CCCC(=O)NC(c1ccccc1Cl)c1ccc2cccnc2c1O (stereo unspecified)	3.0%
COc1ccc2nc3n(c(=O)c2c1)-c1ccc(Cl)cc1C(=O)NC3Cc1ccccc1 (stereo unspecified)	-13.6%
CN(C(=O)COC(=O)c1ccc(Cl)c(S(=O)(=O)N2CCCCC2)c1)C1(C#N)CCCCC1	6.5%
Cc1ccc(S(=O)(=O)N2[C@@H](c3ccc(F)cc3)C(C(=O)O)=CC[C@H]2c2ccc(C(C)C)cc2)cc1	-11.1%
Cc1ccc(NC(=O)CNc2ccccc2N2CCCC2=O)cc1S(=O)(=O)N1CCOCC1	-4.1%
CC(C)CC(=O)Nc1ccc(C(=O)COC(=O)C2CC(=O)N(Cc3ccccc3)C2)cc1 (stereo unspecified)	2.2%
CCOc1ccc(S(=O)(=O)N2CCCCC2)cc1NC(=O)CCNC(=O)c1ccco1	4.0%
O=C(CSC1=NS(=O)(=O)c2cc(Cl)ccc2N1)Nc1ccccc1C(F)(F)F	-0.5%
Nc1ncnc2c1ncn2[C@@H]1O[C@H](CNCc2cccn2-c2nccs2)[C@@H](O)[C@H]1O	-3.1%
CN(CC(=O)Nc1cccc(F)c1)C(=O)COc1ccc2c(c1)CCC2	3.4%
O=C(Nc1ccc(Cl)cc1)c1nc[nH]c1C(=O)NCCCCNC(=O)c1[nH]cnc1C(=O)Nc1ccc(Cl)cc1	5.5%
CN1CCN(c2ccc(S(=O)(=O)N3CCCCC3)cc2NC(=O)COc2ccc(F)cc2)CC1	9.8%
CC(C)CCN1C(Nc2ccccc2)=NC[C@@H]1CC(C)C	5.7%
COc1ccc(NC(=O)CN2C(=O)NC(C)(C3CC3)C2=O)cc1S(=O)(=O)N1CCCCC1 (stereo unspecified)	0.2%
CCN1CCN(c2ccc(S(=O)(=O)N3CCOCC3)cc2NC(=O)c2ccc(C)cc2C)CC1	6.9%
CCCN1CCN(C(=O)c2ccc(-c3ccc([N+](=O)[O-])cc3)o2)CC1	-7.8%
[O-][n+]1c2ccccc2c2n1CCN=C2c1ccc(Cl)cc1	-5.3%
Cc1ccc(SCC(=O)NNC(=O)CCS(=O)(=O)c2ccccc2)cc1	6.9%
COc1cc(OC)cc(C(=O)Nc2ncn[nH]2)c1	1.8%
CC(O)[C@H]1CC[C@H]2[C@@H]3CC[C@H]4C[C@H](O)CC[C@]4(C)[C@H]3[C@H](O)C[C@]12C (stereo partly specified)	2.2%
COc1ccccc1N1CCN(c2ccc(S(=O)(=O)N3CCN(C)CC3)cn2)CC1	-1.0%
Cc1cccc(OCC(=O)N(C)CC(=O)Nc2cccc(F)c2)c1C	7.1%

Part of the list above, with bars between the fields.
Compound | L3MBTL1 inh
COc1cc(C(=O)COC(=O)C2CCCCC2)cc(OC)c1OC | 9.2%
O=C(CSC1=NS(=O)(=O)c2cc(Cl)ccc2N1)Nc1ccccc1C(F)(F)F | -0.5%

3 of the compounds above, bar-delimited:
SMILES | L3MBTL1 inh
CCCCNc1c(-c2ccc(OC)c(SC3CCCCC3)c2)nc2cnccn12 | -5.0%
CCCC(=O)NC(c1ccccc1Cl)c1ccc2cccnc2c1O (stereo unspecified) | 3.0%
COc1ccc2nc3n(c(=O)c2c1)-c1ccc(Cl)cc1C(=O)NC3Cc1ccccc1 (stereo unspecified) | -13.6%

Next section:
SMILES	L3MBTL1 inh
CC(C)N(C(=O)COC(=O)c1cccnc1Cl)c1ccccc1	12.9%
CCN1C(=O)[C@@H]2[C@@H](c3ccc(-c4ccc(OC)cc4)cc3)N3CCC[C@@]3(C(=O)OC)[C@@H]2C1=O	-4.3%
COc1ccc(-c2nn(-c3ccccc3)cc2C(=O)N2CCN(S(=O)(=O)c3cccc(F)c3)CC2)cc1	-1.4%
CCOc1ccc(C(=O)NNC(=O)C2CC(=O)N(c3ccc(C)cc3)C2)cc1 (stereo unspecified)	2.4%
COc1ccc(N(CCC(=O)NCCc2ccccc2)S(=O)(=O)c2ccc(C)cc2C)cc1	2.8%
CCN(C(=O)COC(=O)c1cc(S(=O)(=O)N2CCOCC2)ccc1F)C1CCS(=O)(=O)C1 (stereo unspecified)	6.0%
COc1ccc(C)cc1Nc1n[n+](C)c(-c2ccc(O)cc2O)s1	-4.2%
O=C(CC1SC(N2CCCC2)=NC1=O)Nc1ccc(C(=O)N2CCCC(C(F)(F)F)C2)cc1 (stereo unspecified)	9.1%
COc1ccc(Cl)cc1NS(=O)(=O)c1cccc(C(=O)NCC(c2ccco2)N2CCCC2)c1 (stereo unspecified)	-5.2%

Compound activity from PubChem.

These rows are one share of the data; count on the stated rates, not on these rows.
